NPR2 activator: GC-B (human) receptor activation | P20594 | HEK293-GC-B cells, CNP EC30, cGMP TR-FRET; 0% at EC30 CNP, 100% saturating CNP | activation, % at 10 µM | 0.11% of 370,000 active | AID 1920062;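 active means activation at 10 µM reaching about 35% in either raw or pattern-adjusted values, limit read from the data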
rCAG binder: r(CAG) repeat RNA binding | TO-PRO-1 dye displacement fluorescence | AID 651821 | 1.3% of 370,000 active | inhibition, % at 3 µM;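 active means inhibition above the plate cutoff, the mean of all test compounds on that plate plus 3 SD, cut at about 35% in these data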;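 further: 0% = DMSO alone and 100% = 100 µM mitoxantrone as full dye displacement; higher means more dye released from RNA so lower well fluorescence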
SIAE primary: inhibitors of human sialic acid acetylesterase SIAE | Q9HAT2 | AID 1053197 | 0.69% of 370,000 active | inhibition, % at 9.66 µM | SIAE FP-Rh probe binding, fluorescence polarization;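 active means inhibition above a cutoff: mean of compounds within the control limits plus 3 SD of those, cut at about 17% in these data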;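 further: 0% = plate median of compound wells and 100% = probe without SIAE protein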
Target sequence (Q9HAT2 whole entry, looked up): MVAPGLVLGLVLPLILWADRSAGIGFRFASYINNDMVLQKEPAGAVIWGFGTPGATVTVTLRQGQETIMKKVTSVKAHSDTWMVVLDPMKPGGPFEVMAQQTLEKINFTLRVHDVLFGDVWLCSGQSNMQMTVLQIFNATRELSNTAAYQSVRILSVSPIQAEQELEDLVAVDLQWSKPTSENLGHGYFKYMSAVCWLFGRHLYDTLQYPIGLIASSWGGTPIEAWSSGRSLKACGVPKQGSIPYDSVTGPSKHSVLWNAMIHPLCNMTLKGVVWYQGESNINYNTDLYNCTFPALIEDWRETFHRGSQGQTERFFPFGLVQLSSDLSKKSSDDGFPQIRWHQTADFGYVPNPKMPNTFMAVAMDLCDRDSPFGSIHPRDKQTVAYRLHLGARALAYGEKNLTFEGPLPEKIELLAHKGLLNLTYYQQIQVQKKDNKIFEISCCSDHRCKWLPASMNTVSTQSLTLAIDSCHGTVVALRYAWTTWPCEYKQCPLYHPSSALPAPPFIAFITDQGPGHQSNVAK
PRMT1 FP inh: blocks human protein arginine methyltransferase 1; Q99873; recombinant PRMT1, activity-based probe fluorescence polarization; inhibition, % at 2.79 µM; 1.3% of 370,000 active;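 active means inhibition above about 21% made by adding two undisclosed values, limit read from the data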
MBD2 inh: inhibitors of human MBD2 binding to methylated oligonucleotide; inhibition, % at 4.4 µM; 0.31% of 370,000 active; TR-FRET; in the data active means inhibition above about 13%
TCR CD3 inh: inhibitors of human TCR-CD3 interaction. TAMRA-labeled TCR probe fluorescence, biochemical. AID 651800. inhibition, % at 9.4 µM. 0.37% of 360,000 active; in the data active means inhibition above about 19%;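 further: recombinant mutant TCR 2C K166C tagged with TAMRA read by polarization; 0% = receptor in buffer alone and 100% = receptor with positive control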
ABHD4 inh: ABHD4 (mouse) inhibition, primary FP screen; Q8VD66; purified mABHD4, FP-Rh probe fluorescence polarization; inhibition, % at 8.92 µM; 0.54% of 370,000 active;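 active means inhibition exceeding the mean over every tested compound plus 3 SD, cut at about 30% in these data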;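 further: 0% = plate median of compound wells and 100% = S159A mutant with DMSO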
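System: mouse ABHD4 enzyme, wild type / Medium: HEPES pH 7.0, NaCl, Pluronic buffer / Reagent: FP-Rh activity-based fluorescent probe / Control set: S159A mutant high control, sample median low control / Detection: fluorescence polarization with parallel and perpendicular emission, 525/598 nm / Schedule: 45 min + 60 min at 25 °C / Compound dosing: 8.92 µM, single dose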
HTRA1 inh: blocks human HTRA1 serine peptidase; recombinant HTRA1, FP-rhodamine activity-based probe, fluorescence polarization; inhibition, % at 5.96 µM; 0.5% of 340,000 active; AID 504803; in the data active means inhibition above about 36%;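 further: 0% = enzyme with DMSO and 100% = wells lacking enzyme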
LEDGF integ inh: blocks HIV-1 LEDGF/p75-dependent DNA integration | TR-FRET IN-LEDGF/p75 DNA integration, Eu/Cy5 | inhibition, % at 3.7 µM | 0.64% of 370,000 active;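 active means inhibition above the screen-wide mean plus 3 SD, cut at about 13% in these data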;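 further: signal is the Cy5 over europium emission ratio at 671 and 618 nm; 0% = plate median of compound wells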
TDP2 absorb: blocks human TDP2 phosphodiesterase activity. inhibition, % at 12.8 µM. O95551. 0.34% of 370,000 active. recombinant TDP2, T5PNP hydrolysis, p-nitrophenol absorbance 415 nm. AID 720702;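 active means inhibition above the mean of all tested compounds plus 3 SD, set per campaign, cut at about 25% in these data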;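 further: 0% = DMSO with enzyme and 100% = buffer with substrate but no TDP2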
Target sequence (O95551 whole entry, looked up): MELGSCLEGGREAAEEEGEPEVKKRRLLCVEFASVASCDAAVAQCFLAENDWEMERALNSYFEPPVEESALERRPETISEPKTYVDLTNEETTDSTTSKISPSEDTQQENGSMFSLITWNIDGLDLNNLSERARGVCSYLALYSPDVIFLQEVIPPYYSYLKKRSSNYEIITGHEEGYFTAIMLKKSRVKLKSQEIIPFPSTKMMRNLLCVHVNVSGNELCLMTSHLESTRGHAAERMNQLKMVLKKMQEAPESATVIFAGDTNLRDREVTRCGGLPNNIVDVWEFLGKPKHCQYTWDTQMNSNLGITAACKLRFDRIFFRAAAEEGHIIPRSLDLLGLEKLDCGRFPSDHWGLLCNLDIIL
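System – recombinant human TDP2 · Amount – 120 nM TDP2 per well · Buffer or medium – Mg2+-containing Tris-HCl buffer, pH 7.5 · Reagent – T5PNP substrate, 5 mM · Dosing – 12.8 µM single point, 1% DMSO · Incubation – 2 h at 37 °C · Measured by – epi absorbance · Read-out basis – percent inhibition · Benchmarks – high control without enzyme, low control DMSO plus TDP2 · Repeats – singlicate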
* hit, by the source's call. An excerpt; rates above refer to the full screens.

Screening O=C(CC(=O)N1CCOCC1)N1CCOCC1 returned NPR2 activator 12, rCAG binder 4, SIAE primary 1, PRMT1 FP inh -3, MBD2 inh -3, TCR CD3 inh 2, ABHD4 inh 0, HTRA1 inh 0, LEDGF integ inh 5 and TDP2 absorb 9.
For CN(C)S(=O)(=O)c1cccc(C(=O)NCC(=O)NC2CCN(Cc3ccccc3)CC2)c1 the results were NPR2 activator 3, rCAG binder 1, SIAE primary 5, PRMT1 FP inh -5, MBD2 inh 2, TCR CD3 inh 1, ABHD4 inh 2, HTRA1 inh 11, LEDGF integ inh 2 and TDP2 absorb 2.
Screening O=C(CCCOc1ccccc1)n1nnc2ccccc21 returned NPR2 activator 9, rCAG binder -3, SIAE primary -1, PRMT1 FP inh -2, MBD2 inh 5, TCR CD3 inh 4, ABHD4 inh -1, HTRA1 inh -1, LEDGF integ inh 0 and TDP2 absorb 7.
`Cn1ccsc1=NC(=O)c1ccc(S(=O)(=O)C(F)F)cc1` gave NPR2 activator -3, rCAG binder 4, SIAE primary -7, PRMT1 FP inh 2, MBD2 inh 0, TCR CD3 inh 6, ABHD4 inh 1, HTRA1 inh 6, LEDGF integ inh 2 and TDP2 absorb -11.
`CCOC(=O)c1[nH]c2ccc(OC)cc2c1NC(=S)N1CCN(c2ccccn2)CC1` gave NPR2 activator 3, rCAG binder 1, SIAE primary 4, PRMT1 FP inh 7, MBD2 inh -6, TCR CD3 inh -1, ABHD4 inh -3, HTRA1 inh -6, LEDGF integ inh -5 and TDP2 absorb 0.
Screening Cc1ccc(CSC2=Nc3ccccc3C3=NC(CC(=O)NCc4ccco4)C(=O)N23)cc1 (stereo unspecified) returned NPR2 activator 1, rCAG binder 3, SIAE primary -8, PRMT1 FP inh 4, MBD2 inh 3, TCR CD3 inh 5, ABHD4 inh 2, HTRA1 inh -11, LEDGF integ inh 3 and TDP2 absorb 1.
`CCOC(=O)c1cnc(SCCc2ccccc2)nc1N` gave NPR2 activator -3, rCAG binder -4, SIAE primary 0, PRMT1 FP inh -1, MBD2 inh 2, TCR CD3 inh 6, ABHD4 inh -5, HTRA1 inh -12, LEDGF integ inh -5 and TDP2 absorb -6.
Screening CCc1ccc(/C=C\C(=O)N2CCCC2)cc1 returned NPR2 activator -5, rCAG binder 0, SIAE primary 0, PRMT1 FP inh -1, MBD2 inh -6, TCR CD3 inh 2, ABHD4 inh -2, HTRA1 inh -6, LEDGF integ inh -1 and TDP2 absorb -2.
CCCc1c(C(=O)N/N=C(\C)c2cccnc2)nnn1-c1nonc1N was read as NPR2 activator 0, rCAG binder 1, SIAE primary 1, PRMT1 FP inh 2, MBD2 inh 4, TCR CD3 inh -6, ABHD4 inh 1, HTRA1 inh -1, LEDGF integ inh -6 and TDP2 absorb 4.
`Cc1ccc(/C=N/n2c(COc3ccccc3)n[nH]c2=S)s1` gave NPR2 activator 1, rCAG binder 22, SIAE primary 10, PRMT1 FP inh 27*, MBD2 inh -6, TCR CD3 inh 11, ABHD4 inh -5, HTRA1 inh 0, LEDGF integ inh -7 and TDP2 absorb -11.
Cn1c(=O)cc(OCC(=O)N2CCN(c3ccccc3Cl)CC2)c2ccccc21 was read as NPR2 activator -10, rCAG binder 1, SIAE primary 8, PRMT1 FP inh -1, MBD2 inh -7, ABHD4 inh 6, LEDGF integ inh 1 and TDP2 absorb 4.
Screening COc1ccc(CC(=O)OCC(=O)c2c[nH]c3ccccc23)cc1 returned NPR2 activator -1, rCAG binder 5, SIAE primary -4, PRMT1 FP inh 1, MBD2 inh -1, TCR CD3 inh 1, ABHD4 inh -5, HTRA1 inh -2, LEDGF integ inh -2 and TDP2 absorb -1.
CCOC(=O)c1c(S(=O)(=O)N2CCN(c3ccc(C(C)=O)cc3)CC2)c(C)n(C)c1C was read as NPR2 activator -9, rCAG binder -4, SIAE primary -1, PRMT1 FP inh 0, MBD2 inh 1, TCR CD3 inh 5, ABHD4 inh -5, HTRA1 inh -4, LEDGF integ inh 1 and TDP2 absorb 12.
Screening COC(=O)C1=C(C)N(Cc2ccccc2C(F)(F)F)C(=NCC2CC2)NC1c1cccc(Cl)c1 (stereo unspecified) returned NPR2 activator -12, rCAG binder 2, SIAE primary 1, PRMT1 FP inh -10, MBD2 inh -2, TCR CD3 inh 5, ABHD4 inh 7, LEDGF integ inh 4 and TDP2 absorb -2.
Cc1cc(C)cc(NC(=O)N2CCC(c3nc4ccc(Cl)cc4[nH]3)CC2)c1 was read as NPR2 activator -5, rCAG binder 4, SIAE primary -7, PRMT1 FP inh -1, MBD2 inh -1, ABHD4 inh -6, LEDGF integ inh 3 and TDP2 absorb -5.
Screening CCOc1ccc(NC(=O)CN(C)C(=O)c2ccccc2Cc2ccccc2)cc1OCC returned NPR2 activator 0, rCAG binder -1, SIAE primary 8, PRMT1 FP inh 4, MBD2 inh 5, TCR CD3 inh -5, ABHD4 inh -4, HTRA1 inh -16, LEDGF integ inh 3 and TDP2 absorb 1.
Oc1ccccc1CNCC12CC3CC(CC(C3)C1)C2 was read as NPR2 activator -3, rCAG binder 5, SIAE primary -5, PRMT1 FP inh -5, MBD2 inh 0, TCR CD3 inh 3, ABHD4 inh 1, HTRA1 inh 3, LEDGF integ inh 2 and TDP2 absorb -6.
Screening Cc1cc(NC(=O)CN2C(=O)NC3(CCCCC3C)C2=O)no1 (stereo unspecified) returned NPR2 activator 0, rCAG binder 1, SIAE primary -2, PRMT1 FP inh -4, MBD2 inh 3, TCR CD3 inh 3, ABHD4 inh -4, HTRA1 inh 2, LEDGF integ inh 1 and TDP2 absorb 8.
For O=Cc1cccn1-c1c(C(=O)O)cnn1-c1ccccc1 the results were NPR2 activator 2, rCAG binder -1, SIAE primary 0, PRMT1 FP inh -2, MBD2 inh -3, TCR CD3 inh 4, ABHD4 inh -5, HTRA1 inh 4, LEDGF integ inh 2 and TDP2 absorb -4.
`Cc1ccc(-c2nc3ccccc3[nH]2)cc1NC(=O)c1ccco1` gave NPR2 activator -8, rCAG binder 4, SIAE primary -15, PRMT1 FP inh 1, MBD2 inh -4, TCR CD3 inh -1, ABHD4 inh -8, HTRA1 inh -5, LEDGF integ inh -4 and TDP2 absorb -10.
CCn1nc(C(=O)NNC(=O)c2cc(Cl)ccc2OC)c2ccccc2c1=O was read as NPR2 activator -3, rCAG binder 6, SIAE primary 7, PRMT1 FP inh 1, MBD2 inh 0, TCR CD3 inh -1, ABHD4 inh -1, HTRA1 inh 6, LEDGF integ inh -3 and TDP2 absorb 11.
O=C(/C=C/c1cccc(F)c1)Nc1cc(S(=O)(=O)N2CCOCC2)ccc1Cl was read as NPR2 activator 1, rCAG binder 4, SIAE primary -20, PRMT1 FP inh 3, MBD2 inh 1, TCR CD3 inh -3, ABHD4 inh -13, HTRA1 inh -32, LEDGF integ inh -3 and TDP2 absorb 2.
`Cc1csc(NC(=O)CSc2nnc(-c3ccccn3)n2-c2ccc(C)c(C)c2)n1` gave NPR2 activator 6, rCAG binder -3, SIAE primary 2, PRMT1 FP inh 2, MBD2 inh 5, TCR CD3 inh 3, ABHD4 inh -2, HTRA1 inh -9, LEDGF integ inh 1 and TDP2 absorb -6.
For O=C1N[C@@H](Cc2ccccc2)C(=O)N2[C@H]1C[C@]1(Br)c3ccccc3N(S(=O)(=O)c3ccc(F)cc3)[C@H]21 the results were NPR2 activator -5, rCAG binder 1, SIAE primary 0, PRMT1 FP inh 1, MBD2 inh -7, TCR CD3 inh -9, ABHD4 inh 0, HTRA1 inh -7, LEDGF integ inh 0 and TDP2 absorb 4.
COc1ccc(C(=O)NNC(=O)CSc2nnnn2C)cc1 was read as NPR2 activator 6, rCAG binder 0, SIAE primary 9, PRMT1 FP inh 5, MBD2 inh 0, TCR CD3 inh -6, ABHD4 inh -2, HTRA1 inh 5, LEDGF integ inh -5 and TDP2 absorb -3.
`COc1ccc(N(CC(=O)NCc2ccc(C)cc2)S(=O)(=O)c2c(C)noc2C)cc1` gave NPR2 activator -4, rCAG binder -1, SIAE primary 9, PRMT1 FP inh 3, MBD2 inh 3, TCR CD3 inh -1, ABHD4 inh -3, HTRA1 inh 4, LEDGF integ inh 0 and TDP2 absorb -9.
Screening CCN(CCCNC(=O)c1cn(CC)c2ccc(S(=O)(=O)N(C)C)cc2c1=O)c1cccc(C)c1 returned NPR2 activator -9, rCAG binder -1, SIAE primary -2, PRMT1 FP inh -1, MBD2 inh 6, TCR CD3 inh 4, ABHD4 inh 2, HTRA1 inh 4, LEDGF integ inh 1 and TDP2 absorb -2.
CCCn1nc(C(=O)NC2CCCCCC2)c2ccccc2c1=O was read as NPR2 activator 4, rCAG binder 1, SIAE primary 15, PRMT1 FP inh -1, MBD2 inh -3, TCR CD3 inh 0, ABHD4 inh -2, HTRA1 inh -1, LEDGF integ inh -2 and TDP2 absorb 9.
Screening COc1ccccc1OCCNC(=O)C1CCN(C(C)=O)CC1 returned NPR2 activator 3, rCAG binder -3, SIAE primary -3, PRMT1 FP inh -1, MBD2 inh 2, TCR CD3 inh 6, ABHD4 inh 3, HTRA1 inh 5, LEDGF integ inh 0 and TDP2 absorb -3.
`O=C(CSCc1ccccc1)Nc1ccccc1C(=O)Nc1ccc(C(=O)O)cc1` gave NPR2 activator 0, rCAG binder 13, SIAE primary -1, PRMT1 FP inh -6, MBD2 inh -6, TCR CD3 inh 6, ABHD4 inh -6, HTRA1 inh -3, LEDGF integ inh -3 and TDP2 absorb -13.
N#Cc1c(NCCO)ccc([N+](=O)[O-])c1NCCO was read as NPR2 activator 2, rCAG binder 2, SIAE primary 1, PRMT1 FP inh 2, MBD2 inh -5, TCR CD3 inh 5, ABHD4 inh 3, HTRA1 inh -5, LEDGF integ inh -5 and TDP2 absorb -1.
For Cc1ccc(OCC(=O)Nc2cccc(-c3nnc(-c4ccccc4)o3)c2)cc1 the results were NPR2 activator 2, rCAG binder 4, SIAE primary -4, PRMT1 FP inh -2, MBD2 inh 1, TCR CD3 inh 1, ABHD4 inh -4, HTRA1 inh -3, LEDGF integ inh -3 and TDP2 absorb -6.
Screening CCOC(=O)CN1C(=O)/C(=C/c2ccc(Cl)cc2)Oc2ccccc21 returned NPR2 activator -6, rCAG binder -1, SIAE primary 5, PRMT1 FP inh -1, MBD2 inh 4, TCR CD3 inh 4, ABHD4 inh -9, HTRA1 inh -4, LEDGF integ inh 1 and TDP2 absorb 4.

Among those listed so far, two contain a furan ring, fused or not:
Screening Cc1ccc(CSC2=Nc3ccccc3C3=NC(CC(=O)NCc4ccco4)C(=O)N23)cc1 (stereo unspecified) returned NPR2 activator 1, rCAG binder 3, SIAE primary -8, PRMT1 FP inh 4, MBD2 inh 3, TCR CD3 inh 5, ABHD4 inh 2, HTRA1 inh -11, LEDGF integ inh 3 and TDP2 absorb 1.
`Cc1ccc(-c2nc3ccccc3[nH]2)cc1NC(=O)c1ccco1` gave NPR2 activator -8, rCAG binder 4, SIAE primary -15, PRMT1 FP inh 1, MBD2 inh -4, TCR CD3 inh -1, ABHD4 inh -8, HTRA1 inh -5, LEDGF integ inh -4 and TDP2 absorb -10.
